GPR55 beta-arrestin = GPR55 agonists via beta-arrestin recruitment, primary screen, imaging, U2OS cells, beta-arrestin-GFP redistribution (AID 1961) | U2OS GPR55 beta-arrestin-GFP redistribution imaging; higher % means a stronger effect | activation, % at 10 µM; hits with a dose series show EC50 in µM | 290,000 compounds, 0.048% hits;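 active means activation above 40% with more than 50 cells counted in the well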;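 further: U2OS osteosarcoma cells stably expressing GPR55 and beta-arrestin-GFP; plate controls were DMSO negative control for no effect and LPI positive control for full effect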
GPR35 arrestin U2OS = GPR35 antagonists blocking zaprinast-driven arrestin recruitment, primary screen, imaging, U2OS, beta-arrestin-GFP, zaprinast agonist (AID 2058) | 290,000 compounds, 0.052% hits | one-dose inhibition, % at 10 µM; IC50 in µM for titrated hits | U2OS GPR35 beta-arrestin-GFP translocation imaging, zaprinast antagonism; higher % means a stronger effect;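 active means inhibition of at least 50% with at least 30 cells and total cytoplasm GFP at most 10,000,000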
KOR beta-arrestin-1 = kappa opioid receptor activators – cell-based, luminescence, uHTS, primary screen (AID 1777) | 280,000 compounds, 0.02% hits | activation, % at 10 µM, or EC50 in µM where a hit was titrated | KOR beta-arrestin recruitment, luminescence; higher % means a stronger effect; in the data active means activation above about 50%, passing the limit was not always enough; further: a part of the inactive calls stands beside numbers as strong as those of hits
GPR55 antagonists = inhibition of LPI-stimulated GPR55 beta-arrestin translocation – imaging, U2OS, beta-arrestin-GFP, LPI agonist, primary screen (AID 2013) | U2OS GPR55 beta-arrestin-GFP translocation imaging, LPI antagonism; higher % means a stronger effect | inhibition, % at 10 µM; hits with a dose series show IC50 in µM | 290,000 compounds, 0.13% hits;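 active means spots per cell inhibited over 60%, with over 100 cells counted and total cytoplasm intensity under 500,000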;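 further: U2OS cells stably carrying GPR55 and arrestin-GFP stimulated by 5 µM LPI near EC80; imaged beta-arrestin-GFP aggregate spots per cell after agonist stimulation; plate controls were LPI-stimulated DMSO wells for no effect and DMSO wells without LPI for full effect; some results filed as inactive read as strong as hits; confirmed hits need IC50 under 10 µM and bright autofluorescent wells are also inconclusive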
PhoP inhibition = inhibitors of PhoP regulon expression, primary screen, Salmonella Typhimurium, GFP reporter (AID 1863); S. Typhimurium PhoP-regulated promoter GFP reporter, 4 h; higher % means a stronger effect; 300,000 compounds, 0.16% hits; inhibition, % at 50 µM; hits with a dose series show IC50 in µM;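 active means inhibition over 29.93%, a cutoff 3 SD above the screen mean, later confirmed by dose response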;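 further: 0% = low Mg2+ inducing control and 100% = high Mg2+ repressing control; strong numbers were not always called active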
NTR1 ag = agonists of NTR1, primary screen, imaging, U2OS cells, beta-arrestin-GFP, high content (AID 493036); P30989; NTR1-U2OS beta-arrestin-GFP spot imaging, agonist mode; activation, % at 20 µM; 330,000 compounds, 0.17% hits;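 active means activation at or above 40% of the spot to cytoplasm intensity ratio, with at least 20 cells analyzed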;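 further: 0% = DMSO without peptide and 100% = 100 nM NTR1 peptide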
Target sequence (P30989 whole entry, looked up): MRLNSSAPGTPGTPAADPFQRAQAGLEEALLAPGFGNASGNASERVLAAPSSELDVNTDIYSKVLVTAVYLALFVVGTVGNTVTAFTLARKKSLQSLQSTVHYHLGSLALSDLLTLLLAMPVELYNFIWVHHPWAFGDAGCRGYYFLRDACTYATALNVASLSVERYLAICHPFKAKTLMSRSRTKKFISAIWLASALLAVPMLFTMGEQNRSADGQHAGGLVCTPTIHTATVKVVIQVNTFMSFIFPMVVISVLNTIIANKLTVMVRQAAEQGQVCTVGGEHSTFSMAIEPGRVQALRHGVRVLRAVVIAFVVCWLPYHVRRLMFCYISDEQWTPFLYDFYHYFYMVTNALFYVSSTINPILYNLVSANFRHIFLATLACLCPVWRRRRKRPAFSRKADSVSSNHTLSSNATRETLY
T cell HTS = modulates CD8 T cell binding to vesicles; 2C CD8+ T cell-vesicle binding, flow cytometry; hits give low values; calls only at 7 µM; 330,000 compounds, 0.068% hits; AID 2052;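 active means response, share of CD8 T cells binding vesicles, and their 90th percentile fluorescence all below set limits, cut at about 80% in these data, passing the limit was not always enough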
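Incubation: binding step 1.5 h, 37 °C, antibody labelling 20 min, ice; system: murine 2C transgenic CD8+ T lymphocytes; technique: cytometric PE anti-B7-1 and Alexa647 anti-CD8 signals after 1% paraformaldehyde fixation; also added: QL9-charged Drosophila Ld/ICAM-1/B7-1 vesicles; control set: naked versus QL9-loaded vesicles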
KOR beta-arrestin-2 = kappa opioid receptor blockers – cell-based, luminescence, uHTS (AID 1778). KOR beta-arrestin recruitment, luminescence, antagonist mode; higher % means a stronger effect. inhibition, % at 10 µM, or IC50 in µM where a hit was titrated. 290,000 compounds, 0.091% hits; in the data active means inhibition above about 50%; further: strong numbers were not always called active
West Nile virus CPE = West Nile virus antiviral activity, cell-based, CPE readout (AID 1621); 290,000 compounds, 0.02% hits; West Nile virus-infected cells, CPE inhibition; higher % means a stronger effect; CPE inhibition, % at 10 µM, or IC50 in µM where a hit was titrated; in the data active means a potency from the dose series; further: strong numbers were not always called active
T cell HTS vesicle-bound % = second read-out of T cell HTS, no call of its own (marks repeat the call); double positive events, %; measured here: CD8+ vesicle-bound cell fraction;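 binding gate set so that unloaded-vesicle control wells show 10% double positive cells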
NTR1 ag cell count 20 µM = recorded beside NTR1 ag, whose call it bears; cell count; measured here: cell count, cytotoxicity flag
* marks the source's active call; other numbers are inactive results; i = inactive; x = no result given; [ ] = another dose, or the depositor's remark.

SMILES	GPR55 beta-arrestin	GPR35 arrestin U2OS	KOR beta-arrestin-1	GPR55 antagonists	PhoP inhibition	NTR1 ag	NTR1 ag cell count 20 µM	T cell HTS	T cell HTS vesicle-bound %	KOR beta-arrestin-2	West Nile virus CPE
CCOP(=O)(OCC)C(Nc1cc(Cl)cc(Cl)c1)c1cccc(O)c1 (centres undefined)	-0.1%	-1%	-0.8%	-6%	-5%	-0.3	79	i	56	-43%[20 µM]	-0.9%
Cc1ccc(C(=O)CS(C)(=O)=O)cc1	-0.1%	-13%	1.1%	10%	1%	-1.3	47	i	40	-10%	0.1%
Cc1c(NC(=O)C(C)Sc2nc3ccccc3c(=O)n2CCO)c(=O)n(-c2ccccc2)n1C (centres undefined)	-0.2%	-2%	-0.5%	9%	-11%	-1.4	67	i	31	17%	-0.3%
CCCOC(=O)c1c(-c2ccc(OC)cc2)oc2ccc(-c3ccc(OC)nc3)cc12	-0.3%	-4%	-2.9%	5%	x	2.0	93	i	12	-11%[20 µM]	-0.3%
CC1CCCC(C)N1CCCNC(=O)c1ccc2nc(N3CCOCC3)sc2c1 (centres undefined)	-0.1%	6%	-1.8%	6%	x	2.2	48	i	33	-19%[20 µM]	-0.4%
Cc1ccc(C)c(OCCCC(=O)Nc2ccc(N3CCOCC3)cc2)c1	-0.2%	-13%	-3.7%	-3%	9%	-0.8	89	x	x	21%	0.2%
CCOc1ccc(C(=O)CSCC(=O)O)cc1	-0.3%	16%	-4.2%	9%	-12%	-0.2	69	i	32	11%	0.3%
Cc1cc(-c2ccc(C)c(S(=O)(=O)N3CC(=O)Nc4ccccc43)c2)on1	-0.1%	-7%	15%	-5%	3%	1.7	54	i	2	-26%	-0.1%
O=C1NCCN1C(=O)N(c1ccccc1)c1ccccc1	0.5%	9%	-4.5%	5%	-1%	-0.4	62	i	11	-13%	x
COc1cc(CCN2C(=O)c3cccc4cccc(c34)C2=O)c(S(=O)(=O)N2CCCCCC2)cc1OC	-0.5%	-2%	0.3%	-1%	3%	12	39	i	49	18%	0.0%
CCOC(=O)c1c(NC(=O)CNCC(O)CO)sc(C)c1C (centres undefined)	0.0%	-4%	-2.1%	29%	-2%	0.6	37	i	48	27%	-0.1%
O=C(c1cccnc1)N1N=C(C2CCCCC2)CC1(O)C(F)(F)F (centres undefined)	-0.1%	12%	0.9%	5%	-2%	0.1	42	i	66	-12%	-0.8%
O=S(=O)(c1ccc(Cl)cc1)N1CCc2ccccc21	-0.1%	14%	1.3%	5%	0%	-0.6	56	i	54	-20%[20 µM]	-1.8%
CC(=O)Nc1ccc(N(C(=O)Cn2nnc3ccccc32)C(C(=O)NC2CCCC2)c2ccc(O)c(O)c2)cc1 (centres undefined)	-0.1%	17%	-7.2%	6%	-2%	0.9	22	i	41	-2%	-0.2%
CCCCCCCCSc1nnc(-c2ccc(OC)cc2)o1	-0.1%	-14%	-5.0%	12%	24%	1.6	67	i	40	4%	-0.3%
O=C(N=C1SC2CS(=O)(=O)CC2N1CCc1ccccc1)C1CCCCC1 (centres undefined)	0.2%	2%	-3.2%	6%	3%	4.4	67	i	42	-19%	-0.3%
COC(=O)COn1c(SCC(=O)OC)nc2ccccc2c1=O	-0.1%	12%	4.7%	2%	-1%	-1.1	53	i	32	-21%	0.6%
Cc1[nH]c(=O)c(C#N)c(C)c1Cc1ccc(Cl)cc1Cl	0.1%	13%	0.7%	-5%	-8%	3.6	100	i	49	-19%	-0.1%
COc1ccc(Cc2nnc(NC(=O)C(C)(C)C)s2)cc1	-0.2%	0%	-3.0%	0%	x	1.1	47	i	69	-6%[20 µM]	-1.1%
CCCCNC(=O)[C@H](CSCc1ccccc1)N1Cc2ccccc2C1=O	-0.2%	-4%	0.2%	6%	9%	1.7	56	i	38	-10%	0.5%
CN(C)S(=O)(=O)c1ccc(NC(=O)Cc2ccc(S(=O)(=O)N3CCOCC3)s2)cc1	1.2%	-6%	-2.8%	-4%	0%	1.5	62	i	54	14%	0.2%
CC(C)c1nnc(NC(=O)CCC(=O)N2CCN(c3ccc(F)cc3)CC2)s1	0.0%	8%	-1.0%	14%	-10%	2.2	44	i	62	-26%	-0.4%
COc1ccc(C(=O)Cc2cc3ccccc3oc2=O)cc1	-0.3%	3%	-1.2%	-2%	0%	-0.3	83	i	2	-6%	-0.2%
COc1ccc(S(=O)(=O)n2cnc3ccccc32)c(C)c1	0.0%	-8%	-3.1%	18%	1%	-0.2	70	i	63	-5%	-1.0%
N#C/C(=C/c1cn(-c2ccccc2)nc1-c1cccc(S(=O)(=O)N2CCOCC2)c1)C(=O)NCc1ccco1	0.2%	-4%	1.6%	1%	8%	8.6	57	i	37	-23%	-0.1%

6 neighbouring compounds out of the list so far:
SMILES	GPR55 beta-arrestin	GPR35 arrestin U2OS	KOR beta-arrestin-1	GPR55 antagonists	PhoP inhibition	NTR1 ag	NTR1 ag cell count 20 µM	T cell HTS	T cell HTS vesicle-bound %	KOR beta-arrestin-2	West Nile virus CPE
CCOP(=O)(OCC)C(Nc1cc(Cl)cc(Cl)c1)c1cccc(O)c1 (centres undefined)	-0.1%	-1%	-0.8%	-6%	-5%	-0.3	79	i	56	-43%[20 µM]	-0.9%
Cc1ccc(C(=O)CS(C)(=O)=O)cc1	-0.1%	-13%	1.1%	10%	1%	-1.3	47	i	40	-10%	0.1%
Cc1c(NC(=O)C(C)Sc2nc3ccccc3c(=O)n2CCO)c(=O)n(-c2ccccc2)n1C (centres undefined)	-0.2%	-2%	-0.5%	9%	-11%	-1.4	67	i	31	17%	-0.3%
CCCOC(=O)c1c(-c2ccc(OC)cc2)oc2ccc(-c3ccc(OC)nc3)cc12	-0.3%	-4%	-2.9%	5%	x	2.0	93	i	12	-11%[20 µM]	-0.3%
CC1CCCC(C)N1CCCNC(=O)c1ccc2nc(N3CCOCC3)sc2c1 (centres undefined)	-0.1%	6%	-1.8%	6%	x	2.2	48	i	33	-19%[20 µM]	-0.4%
Cc1ccc(C)c(OCCCC(=O)Nc2ccc(N3CCOCC3)cc2)c1	-0.2%	-13%	-3.7%	-3%	9%	-0.8	89	x	x	21%	0.2%

Additional records follow.
SMILES	GPR55 beta-arrestin	GPR35 arrestin U2OS	KOR beta-arrestin-1	GPR55 antagonists	PhoP inhibition	NTR1 ag	NTR1 ag cell count 20 µM	T cell HTS	T cell HTS vesicle-bound %	KOR beta-arrestin-2	West Nile virus CPE
COC(=O)c1cc(OC)c(OC)cc1NC(=O)C1CCCO1 (centres undefined)	-0.1%	6%	-3.0%	-15%	4%	-0.7	63	i	1	-30%	-0.4%
CC(C)C(=O)Nc1ccc(NC(=S)NC(=O)c2ccccc2F)cc1	-0.1%	-9%	0.7%	10%	-5%	2.5	46	i	6	-12%	-0.9%
O=C(C(NS(=O)(=O)c1cccs1)c1ccccc1)N1CCN(c2ccccc2F)CC1 (centres undefined)	-0.1%	-6%	-2.8%	-4%	-5%	1.0	59	i	9	-5%	-0.7%
CC(=O)N1c2ccc(S(=O)(=O)N3CCCC(C(=O)N4CCCC(C)C4)C3)cc2CC1C (centres undefined)	0.2%	-14%	8.3%	-26%	-10%	0.6	75	i	16	-20%	-0.6%
COc1ccc(CCNC(=O)c2ccccc2NS(=O)(=O)c2c(F)cccc2F)cc1	0.5%	2%	0.3%	7%	2%	1.0	45	i	15	-4%	-0.4%
COCCNC(=O)c1ccc(Cn2c(SCC(=O)NCC3CCCO3)nc3ccc(Br)cc3c2=O)cc1 (centres undefined)	-0.3%	7%	0.2%	-15%	-3%	-0.5	53	i	40	-18%	-0.7%
Cc1ccc(NC(=O)CCn2c(=S)oc3ccccc32)cc1F	-0.2%	-5%	-1.0%	-1%	12%	-0.1	51	i	8	-19%	0.7%
CC(C)CC(c1nnnn1C1CCCC1)N1CCN(C(=O)c2ccco2)CC1 (centres undefined)	-0.1%	15%	6.6%	-47%	11%	0.1	46	i	48	-29%	0.8%
c1ccc(OCc2nnc3sc(-c4cccs4)nn23)cc1	0.2%	26%	-3.1%	-5%	-8%	1.5	97	i	61	23%	-0.7%
CC1CC(C)CN(CCCSc2ccccc2)C1 (centres undefined)	-0.3%	-7%	0.5%	17%	33%	0.0	47	i	39	-38%	-0.3%
O=S(=O)(Cc1ccccc1)N1CCn2c(nc3ccccc32)C1	0.2%	-3%	x	5%	11%	-0.5	99	i	38	x	-0.2%
CCC(C)NC(=O)CN1C(=O)NC2NC(=O)NC21 (centres undefined)	-0.1%	-7%	1.3%	7%	-4%	2.4	52	i	22	16%	0.5%
O=c1[nH][nH]c(-c2ccccc2)c1C=Nc1ccc(F)cc1F	-0.2%	22%	-2.0%	-2%	-3%	0.1	87	i	62	-5%	-0.5%
O=C(CCCCCn1c(=S)[nH]c2cc3c(cc2c1=O)OCO3)N1CCN(c2ccc(F)cc2)CC1	-0.1%	-2%	3.4%	8%	1%	7.8	54	i	40	-8%	-0.1%
COc1ccc(S(=O)(=O)N2CCC(C(=O)NCC3CCCO3)CC2)cc1Cl (centres undefined)	-0.1%	10%	-2.3%	-2%	2%	0.8	61	i	26	5%	-0.3%
CN1CCC(N(C)CC(O)c2ccccc2)CC1 (centres undefined)	-0.1%	8%	-5.1%	11%	2%	2.2	54	i	54	-37%	0.0%
O=C(NCCc1c[nH]c2ccccc12)C(=O)NCC1OCCN1S(=O)(=O)c1ccccc1 (centres undefined)	0.0%	4%	-1.9%	3%	-10%	0.4	101	i	54	12%	-0.3%
COc1ccc(CN(C(=O)c2ccc3c(c2)OCCO3)C(C(=O)NC2CCCCC2)c2ccc3ncccc3c2)cc1 (centres undefined)	0.0%	-11%	5.4%	10%	-4%	0.7	38	i	27	-7%	0.4%
COc1ccc(CNC(=O)[C@H](C)NC(=O)C2CCN(C(=O)[C@H](CCSC)NC(=O)OC(C)(C)C)CC2)cc1	0.6%	3%	-2.2%	2%	x	-0.3	103	i	46	3%[20 µM]	-0.4%
CC(NC(=O)c1cc2c(s1)CCCC2)C(C)(C)C (centres undefined)	-0.1%	6%	-4.6%	8%	4%	2.0	72	i	15	10%	-0.2%
Cc1cccc(OCC(=O)N=Nc2c(O)[nH]c3ccc([N+](=O)[O-])cc23)c1	-0.3%	6%	x	9%	-3%	24	63	i	40	24%	0.8%
Cc1ccc(C(=O)c2ccc(C)cc2)cc1	-0.4%	0%	-4.4%	8%	-8%	0.9	59	i	39	6%	-0.3%
